MsrA inhibitor: bovine MsrA enzyme inhibitors, primary screen, biochemical, absorbance, HTS; AID 651718, 2012; purified bovine MsrA, absorbance read-out; Methionine sulfoxide reductase A (Bos taurus); inhibition, % at 15.5 µM; actives 0.75% (n = 360,000); in the data active = inhibition above about 4.5%;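 note: 0% = vehicle wells with enzyme and 100% = reference inhibitor wells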
Scp1 inh: Scp-1 phosphatase inhibitors, primary screen, biochemical, colorimetric, uHTS | inhibition, % at 20 µM | Carboxy-terminal domain RNA polymerase II polypeptide A small phosphatase 1 (Homo … | actives 0.88% (n = 340,000) | Recombinant Scp1, phosphopeptide, malachite green phosphate absorbance;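 active = inhibition above about 50% at 20 µM, limit read from the data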;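 note: plate controls were DMSO wells with enzyme for no effect and wells lacking enzyme for full effect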
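Times: enzyme reaction 45 min at room temperature, colour 5 min, stabilisation 30 min. Material: SCP-1 catalytic fragment, aa 76-261. Medium: Acidic Tris acetate buffer with magnesium and detergent. Signal: colorimetric free-phosphate detection, absorbance 630 nm. Read-out basis: % inhibition of SCP-1 phosphate liberation. Reagent: Phosphorylated 17-residue peptide substrate.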
Tb MetRS inh: T. brucei MetRS inhibitors, primary screen, biochemical, luminescence. methionyl-tRNA synthetase (Trypanosoma brucei brucei). inhibition, % at 11.9 µM. purified T. brucei MetRS, ATP depletion, Kinase-Glo luminescence. actives 0.4% (n = 360,000);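 active = inhibition above a per-plate cutoff of the control wells' mean inhibition plus 3 SD, cut at about 5.5% in these data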;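 note: 0% = DMSO wells median and 100% = median of wells with control inhibitor compound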
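assay system = parasite MetRS enzyme | timing = 15 min preincubation, 2 h reaction, all 25 °C | evaluation = percent inhibition relative to median high and low control wells | medium = HEPES buffer containing pyrophosphatase, BSA, spermine, DTT | compound = single dose, 11.9 µM final nominal, 0.9% final DMSO | detection = Kinase-Glo luminescence, ATP depletion format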
STEP block: STEP phosphatase inhibitors, primary screen, biochemical, fluorescence intensity, uHTS. Tyrosine-protein phosphatase non-receptor type 5 (Homo sapiens), P54829. recombinant STEP, OMFP fluorogenic substrate. inhibition, % at 20 µM. actives 0.25% (n = 360,000). AID 588621, 2011;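 active = inhibition at 20 µM, scaled per plate between control wells, above about 37%, limit read from the data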;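 note: 0% = DMSO with enzyme and substrate and 100% = substrate only without enzyme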
Target sequence (P54829 whole entry, looked up): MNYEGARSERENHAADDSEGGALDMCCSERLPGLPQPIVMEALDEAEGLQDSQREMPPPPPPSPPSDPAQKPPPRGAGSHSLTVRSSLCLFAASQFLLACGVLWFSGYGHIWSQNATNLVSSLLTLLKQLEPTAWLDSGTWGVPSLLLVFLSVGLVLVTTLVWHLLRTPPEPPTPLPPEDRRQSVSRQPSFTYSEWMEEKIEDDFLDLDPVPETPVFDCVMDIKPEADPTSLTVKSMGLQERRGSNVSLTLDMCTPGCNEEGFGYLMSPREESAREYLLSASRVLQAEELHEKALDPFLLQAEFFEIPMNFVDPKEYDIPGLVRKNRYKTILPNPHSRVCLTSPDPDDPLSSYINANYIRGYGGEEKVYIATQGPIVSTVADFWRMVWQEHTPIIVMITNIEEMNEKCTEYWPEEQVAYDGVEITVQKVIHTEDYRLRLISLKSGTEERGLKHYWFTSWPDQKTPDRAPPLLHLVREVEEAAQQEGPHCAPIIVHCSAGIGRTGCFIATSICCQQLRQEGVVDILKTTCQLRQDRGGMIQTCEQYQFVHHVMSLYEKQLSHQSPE
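Measure: Control-normalized % inhibition with plate pattern correction | Test system: STEP phosphatase, cell-free reaction | Medium: pH 6.0 Bis-Tris with DTT and Tween 20 | Technique: Fluorescence, 480/540 nm | Times: Reaction 20 min, ambient temperature | Doses: Single compound dose of 20 µM, 1% DMSO final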
CSN inh: inhibitors of CSN-mediated cullin deneddylation, primary screen, biochemical, fluorescence polarization, uHTS; inhibition, % at 12.5 µM; Purified CSN, SCF-Nedd8-OG deneddylation; AID 651999, 2013; actives 0.38% (n = 360,000);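 active = pattern-corrected inhibition above about 35%, with an unprinted fluorescence ratio check between 0.5 and 1.5, limit read from the data, passing the limit was not always enough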;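 note: 0% = enzyme with substrate and 100% = substrate without enzyme; some results filed as inactive read as strong as hits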
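Assay system: purified human Csn5 enzyme expressed in HEK293T cells; measure: % inhibition; also added: SCFSkp2-Nedd8OG substrate at 10 nM final; technique: fluorescence polarization; times: reaction 90 min, room temperature; medium: Tris buffer pH 7.5, NaCl, DTT, Tween-20, trehalose, ovalbumin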
LMPTP inh: LMPTP phosphatase inhibitors, primary screen, biochemical, fluorescence intensity, uHTS. Low molecular weight phosphotyrosine protein phosphatase (Homo sapiens), P24666. recombinant LMPTP-A, OMFP fluorogenic substrate. actives 0.22% (n = 360,000). inhibition, % at 20 µM;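 active = compounds that cut the enzyme signal by at least half of the control window in the single-dose screen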;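 note: plate controls were DMSO wells with enzyme plus substrate for no effect and substrate without enzyme for full effect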
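Buffer or medium: Bis-Tris pH 6.0, DTT, detergent; Assay system: LMPTP-A enzyme; Quantity: 0.625 nM enzyme; Detection: endpoint fluorescence intensity; Times: 50 min dark incubation at room temperature; Controls: substrate-only low control, DMSO enzyme-plus-substrate high control; Doses: single 20 µM dose; Read-out: percent inhibition versus substrate-only and uninhibited controls; Reagent: 400 µM OMFP.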
NadD block: inhibitors of S. aureus NadD, primary screen, biochemical, colorimetric, uHTS. Nicotinate-nucleotide adenylyltransferase NadD (Staphylococcus aureus N315). purified NadD enzyme, colorimetric absorbance read-out. inhibition, % at 20 µM. actives 0.78% (n = 360,000). AID 602399, 2012; in the data active = inhibition above about 26%; note: some compounds past the cut are filed as inactive
DNMT1 inh: human DNMT1 methyltransferase inhibitors, primary screen, biochemical, molecular beacon, fluorescence, HinP1I cleavage, uHTS; actives 0.83% (n = 360,000); inhibition (reported as % activation of signal), % at 10 µM; AID 588458, 2011; DNA (cytosine-5)-methyltransferase 1 (Homo sapiens), P26358; in the data active = inhibition above about 50%
Rpn11 block: Rpn11 (PSMD14) deubiquitinase inhibitors, primary screen, biochemical, fluorescence polarization, uHTS; 26S proteasome non-ATPase regulatory subunit 14 (Homo sapiens), O00487; human 26S proteasome, Ub4-pepOG fluorescence polarization; 20S core pre-blocked with epoxomicin; calls only at 20 µM; actives 0.59% (n = 360,000); AID 588493, 2011;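 active = inhibition at 20 µM, scaled to each plate's controls, above about 33%, limit read from the data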
Target sequence (O00487 whole entry, looked up): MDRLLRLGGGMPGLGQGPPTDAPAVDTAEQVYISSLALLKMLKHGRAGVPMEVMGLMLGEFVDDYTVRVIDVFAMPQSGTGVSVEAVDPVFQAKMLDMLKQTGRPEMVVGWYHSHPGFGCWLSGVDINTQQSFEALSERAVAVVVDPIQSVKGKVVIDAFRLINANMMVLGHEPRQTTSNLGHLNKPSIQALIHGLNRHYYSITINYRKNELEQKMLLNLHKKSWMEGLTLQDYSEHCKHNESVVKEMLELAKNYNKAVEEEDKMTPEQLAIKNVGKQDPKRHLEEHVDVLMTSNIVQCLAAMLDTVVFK
SUMO1 PPI mod: modulators of SUMO1 protein-protein interactions, primary screen, biochemical, uHTS; Small ubiquitin-related modifier 1 (Homo sapiens), P63165; SUMO1 binding to a labelled peptide, TR-FRET, 1 h; inhibition, % at 20 µM; actives 0.33% (n = 360,000); in the data active = inhibition above about 37%
Target sequence (P63165 whole entry, looked up): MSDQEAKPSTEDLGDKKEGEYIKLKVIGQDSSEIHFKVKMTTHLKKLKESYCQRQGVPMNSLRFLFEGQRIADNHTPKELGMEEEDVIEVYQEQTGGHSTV
Numbers without * were called inactive; i = inactive; . = not tested or not shown.

Below each SMILES – MsrA inhibitor, Scp1 inh, Tb MetRS inh, STEP block, CSN inh, LMPTP inh, NadD block, DNMT1 inh, Rpn11 block, SUMO1 PPI mod
> CCS(=O)(=O)c1ccc2oc(Nc3ccc(C(C)(C)C)cc3)nc2c1
 : 0.0, -3, 0.3, -3, -6, 1.6, -3, -7, i, 1
> O=C(NCCCn1ccnc1)c1ccc(-c2cccc(C(F)(F)F)c2)o1
 : 0.1, -5, -0.5, 1, 0, -1.8, -5, 2, i, -8
> COc1ccc(SCCN2CCN(CC(C)C)CCC2=O)cc1
 : 0.9, 3, -0.1, 0, -3, -1.9, 0, 2, i, 6
> Cc1ccccc1OCC(=O)OCC(=O)NCc1ccco1
 : -0.8, -6, -0.5, 1, 4, 2.4, -8, 2, i, -3
> O=C1Nc2ccc(Br)cc2C1(O)c1ccccc1 (stereo not drawn)
 : -1.1, -7, 0.0, -1, 0, -0.2, 3, -1, i, -2
> COc1ccc(CCNC(=O)C2CCCN(Cc3nc(-c4cccc(Cl)c4)oc3C)C2)cc1OC (stereo not drawn)
 : -0.1, -5, -0.5, 1, 1, 0.6, -4, -6, i, 0
> Cc1cccc(CNS(=O)(=O)c2csc(C(N)=O)c2)c1
 : -0.3, -11, -0.2, -5, 1, -2.4, 2, 1, i, 8
> O=C(N/N=C/C1CCCCC1)c1ccccc1-n1cccc1
 : -0.7, -3, -0.3, -2, -5, 0.3, -8, 2, i, 2
> CCOc1ccc(NC(=O)CN(C)C(=O)c2cc3c(s2)CCCCC3)cc1OCC
 : -0.3, -4, -0.4, 4, 1, 1.6, -8, -2, i, -6
> O=C(c1ccc([N+](=O)[O-])o1)N(Cc1nnc(-c2ccccc2Cl)o1)C1CC1
 : 0.0, -17, -0.2, 1, 1, -7.8, -1, -5, i, -55
> CCC(C)(C)C1CCC2(CC1)NC(=O)N(CC(=O)N(C)CC(=O)Nc1ccccc1C(F)(F)F)C2=O (stereo not drawn)
 : -0.1, -5, -0.3, 0, 3, 0.4, 2, 1, i, -1
> NC(=O)c1cc(N)ccc1N1CCCC1
 : 0.5, -3, -0.5, 1, 1, 2.2, 4, -14, i, -12
> Cc1ccccc1CN1C[C@@H]2C[C@@H](c3ccc4nsnc4c3)N3CCC[C@@]23C1=O
 : 0.8, 3, -0.1, 2, 1, 0.2, 11, 16, i, -31
> CCCc1nc2ccccc2c(=O)n1/N=C/c1c(C)[nH]n(-c2ccc(C)cc2)c1=O
 : -0.8, -10, -3.3, 0, 1, -1.7, 5, -5, i, 2
> CCN1C(=O)N[C@@H](c2cccs2)C(C(C)=O)=C1C
 : 0.0, -3, -0.3, 1, 0, -1.3, -3, 1, i, 2

Continued, overlapping the part above by two compounds.
Below each SMILES – MsrA inhibitor, Scp1 inh, Tb MetRS inh, STEP block, CSN inh, LMPTP inh, NadD block, DNMT1 inh, Rpn11 block, SUMO1 PPI mod
> CCCc1nc2ccccc2c(=O)n1/N=C/c1c(C)[nH]n(-c2ccc(C)cc2)c1=O
 : -0.8, -10, -3.3, 0, 1, -1.7, 5, -5, i, 2
> CCN1C(=O)N[C@@H](c2cccs2)C(C(C)=O)=C1C
 : 0.0, -3, -0.3, 1, 0, -1.3, -3, 1, i, 2
> C[C@H](CO)N1C[C@H](C)[C@@H](CN(C)Cc2ccc(C(=O)O)cc2)Oc2c(NC(=O)c3ccncc3)cccc2C1=O
 : 1.1, 54*, -0.2, 0, 2, -1.3, -5, 3, i, 4
> O=C(CSc1nnc(-c2cccnc2)n1Cc1ccco1)Nc1nc(-c2ccc(F)cc2)cs1
 : -0.7, -8, -0.4, 1, 6, 2.5, 4, -8, i, 7
> CCc1ccc(/C=C/C(=O)C2C(=O)c3ccccc3C2=O)cc1
 : 1.4, -5, -1.3, 6, 9, 4.8, 27, 5, i, 7
> COc1ccc(CCNC(=O)C2CCCN(c3nc(C)cc(C)n3)C2)cc1 (stereo not drawn)
 : 0.5, -11, -0.2, -2, -6, 0.5, -1, -3, i, 2
> CS(=O)(=O)N(CC(=O)NCC1CCCO1)c1cccc([N+](=O)[O-])c1 (stereo not drawn)
 : -0.1, -4, -0.3, 2, 8, -0.7, 1, 1, i, -4
> Cn1c(-c2cc3ccccc3oc2=O)nc2ccccc21
 : 3.3, -2, -0.5, 1, 0, -1.0, -5, 2, i, -18
> C#CCN(C[C@@H]1[C@@H](OC(=O)NCc2ccc(OC)c(OC)c2)[C@@H](OC(=O)NCc2ccc(OC)c(OC)c2)Cn2c(=O)n(CCCCCC)c(=O)n21)S(=O)(=O)c1ccc(C)cc1
 : -0.2, ., -1.0, 2, 2, 4.1, -6, -8, i, 5
> Cc1ccc2c(c1)P(=O)(O)c1cc(C)ccc1O2
 : -0.9, 0, -0.3, -1, -3, -1.6, 2, -2, i, 0
> O=C(COn1nnc2ccccc21)N1CCN(Cc2ccccc2)CC1
 : 0.0, -1, 0.1, -1, 1, -0.1, -6, -2, i, 4
> O=[N+]([O-])c1cc(C(F)(F)F)cc([N+](=O)[O-])c1NCCN1CCNCC1
 : 0.1, -14, -1.2, 1, -1, -3.4, -10, 0, i, -43
> Clc1cc2c(c(Cn3cnc4ccccc43)c1)OCOC2
 : -0.1, -4, -0.2, 1, 1, 3.2, 7, -11, i, 0
> Cc1ccc(NC(=O)COc2cccc(/C=C3\SC(=S)N(CCC(=O)O)C3=O)c2)cc1Cl
 : 3.2, 37, -0.2, 10, 10, 40, 14, 48, i, 18
> COc1ccc2[nH]cc(CCNC(=S)NCCc3ccccc3)c2c1
 : -0.3, -12, -1.0, 0, 2, -0.8, -3, 0, i, 1
> O=C(CSc1ccccc1)Nc1ccc(C(=O)Nc2ccc(O)cc2)cc1
 : 2.8, 9, 0.0, 7, 1, 8.1, -1, 13, i, 14
> COc1cc(C(=O)NC2Cc3ccccc3C2)ccc1OC1CCN(C(C)=O)CC1
 : -0.3, -9, -0.2, -1, 1, 1.2, 4, -1, i, -4

Some entries already given, limited to MsrA inhibitor and Tb MetRS inh:
canonical_smiles	MsrA inhibitor	Tb MetRS inh
O=C(CSc1nnc(-c2cccnc2)n1Cc1ccco1)Nc1nc(-c2ccc(F)cc2)cs1	-0.7	-0.4
C#CCN(C[C@@H]1[C@@H](OC(=O)NCc2ccc(OC)c(OC)c2)[C@@H](OC(=O)NCc2ccc(OC)c(OC)c2)Cn2c(=O)n(CCCCCC)c(=O)n21)S(=O)(=O)c1ccc(C)cc1	-0.2	-1.0
Clc1cc2c(c(Cn3cnc4ccccc43)c1)OCOC2	-0.1	-0.2
O=[N+]([O-])c1cc(C(F)(F)F)cc([N+](=O)[O-])c1NCCN1CCNCC1	0.1	-1.2

Remaining list, next part.
Below each SMILES – MsrA inhibitor, Scp1 inh, Tb MetRS inh, STEP block, CSN inh, LMPTP inh, NadD block, DNMT1 inh, Rpn11 block, SUMO1 PPI mod
> O=C(NC1CCOCC1)C1CCC(=O)N(Cc2ccc(Cl)cc2)C1 (stereo not drawn)
 : 0.6, 0, -0.4, -1, -2, -1.1, -1, 2, i, 3
> COc1ccc(NC(=S)N(CCc2c(C)[nH]c3ccccc23)Cc2cccnc2)cc1
 : 0.4, 22, -0.5, -2, 2, -1.1, 4, -5, i, 1
> Cc1ccc(-n2ncc3c2CC(C)(C)CC3NC(=O)CCc2ccncc2)cc1 (stereo not drawn)
 : -0.2, -2, -0.4, 1, 4, -0.1, -6, -2, i, 0
> Cc1cc(C)cc(-n2c(SC(C)C(=O)NCc3ccc4c(c3)OCO4)nc3ccccc3c2=O)c1 (stereo not drawn)
 : 2.8, -13, 0.1, 2, 0, 2.9, 1, -1, i, -2
> O=C(COC(=O)C1CCC1)NCc1ccc(F)cc1
 : -0.2, 0, -0.4, -1, -4, -1.5, 1, 3, i, 0
> COc1ccccc1/C=C/C(=O)OCC(=O)NCCC1=CCCCC1
 : -1.0, -3, -0.5, 3, -8, -0.6, 1, 1, i, 0
> CC1(C)C(=O)N(CCN2CCC(C(=O)c3ccc(F)cc3)CC2)c2ccccc21
 : -0.4, 1, -1.1, -1, -2, -1.7, -5, 0, i, 4
> O=C(Cn1nc(C(=O)O)c2ccccc2c1=O)Nc1ccc(Cl)c(S(=O)(=O)N2CCOCC2)c1
 : -0.1, -4, -0.5, -3, 3, -0.2, 14, -1, i, 0
> CCCCCCc1cc2cc(-c3nnc(-c4ccccc4)o3)c(=O)oc2cc1O
 : -0.9, 0, -0.1, -3, 71, 6.8, 87*, 89*, ., 0
> CN(CCO)C(=O)c1c(NC(=O)c2ccccc2)sc2c1CCCC2
 : 0.4, 0, 0.7, -2, -2, -1.0, -1, 5, i, 1
> COc1c[nH]n(C2CCCCC2)c(=O)c1=O
 : -0.8, -4, -0.2, 0, -2, -1.3, 2, 5, i, -6
> O=C(CN(CC1CCCO1)C(=O)CNS(=O)(=O)c1ccc(Cl)cc1)NCCc1ccccc1 (stereo not drawn)
 : 1.1, 0, -1.4, 0, -4, -1.8, -1, 0, i, -5
> CC1CCC(NC(=O)c2cccc(S(=O)(=O)N3CCN(C)CC3)c2)CC1 (stereo not drawn)
 : 0.9, -8, -0.2, -1, 0, -1.2, -3, 3, i, -2
> Clc1ccc(-n2ncc3c(NCCCn4ccnc4)ncnc32)cc1
 : 0.3, -2, -0.5, 1, 6, 2.4, 0, -2, i, 10
> O=C(NCc1ccccc1)[C@@H]1CCCN1C(=O)[C@@H]1CCCN1C(=O)c1cccc2ccccc12
 : 1.2, ., -0.8, ., 3, 0.7, 2, ., ., -3
> CC(=O)NC(c1ccccc1)c1nc2ccccc2[nH]1 (stereo not drawn)
 : -0.1, 12, 1.0, -4, -4, -1.4, -3, -1, i, -2

Source: PubChem
